LEDGF integ inh = blockers of LEDGF/p75-dependent integrase strand transfer – biochemical, TR-FRET, high throughput, primary screen | HIV-1 integrase (with human LEDGF/p75) | TR-FRET IN-LEDGF/p75 DNA integration, Eu/Cy5 | inhibition, % at 3.7 µM | hit rate 0.64% among 370,000;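 active = inhibition above the screen-wide mean plus 3 SD, cut at about 13% in these data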;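 note: signal is the Cy5 over europium emission ratio at 671 and 618 nm; 0% = plate median of compound wells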
TCR-CD3 inh = inhibitors of human TCR-CD3 interaction, primary screen, biochemical, fluorescence, TAMRA-labeled TCR probe; inhibition, % at 9.4 µM; T-cell receptor (TCR); hit rate 0.37% among 360,000; in the data active = inhibition above about 19%;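 note: recombinant mutant TCR 2C K166C tagged with TAMRA read by polarization; 0% = receptor in buffer alone and 100% = receptor with positive control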
GC-B act = human GC-B receptor activators, primary screen, HEK293 GC-B cells, cGMP TR-FRET, EC30 CNP; 0% at EC30 CNP, 100% saturating CNP; activation, % at 10 µM; hit rate 0.11% among 370,000; AID 1920062, 2024;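 active = activation at 10 µM reaching about 35% in either raw or pattern-adjusted values, limit read from the data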
TDP2 inh = human TDP2 enzyme inhibitors, primary screen, biochemical, epi absorbance, recombinant enzyme; inhibition, % at 12.8 µM; T5PNP hydrolysis, p-nitrophenol absorbance 415 nm; hit rate 0.34% among 370,000; Tyrosyl-DNA phosphodiesterase 2 (Homo sapiens), O95551;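 active = inhibition above the mean of all tested compounds plus 3 SD, set per campaign, cut at about 25% in these data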;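 note: 0% = DMSO with enzyme and 100% = buffer with substrate but no TDP2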
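Assay system: recombinant human TDP2 / Reagent: T5PNP substrate at 5 mM, a TopII-DNA adduct mimic / Measured by: epi absorbance from released p-nitrophenol / Evaluation: % inhibition relative to enzyme-containing and enzyme-free wells / Control set: enzyme-free and DMSO wells / Replicates: each compound tested once, singlicate / Schedule: enzyme reaction with compound for 2 h at 37 °C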
PRMT1 FP inh = PRMT1 methyltransferase inhibitors, primary screen, biochemical, fluorescence polarization | Protein arginine N-methyltransferase 1 (Homo sapiens), Q99873 | recombinant PRMT1, activity-based probe fluorescence polarization | inhibition, % at 2.79 µM | hit rate 1.3% among 370,000 | AID 652257, 2013;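 active = inhibition above about 21% made by adding two undisclosed values, limit read from the data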
Target sequence (Q99873 whole entry, looked up): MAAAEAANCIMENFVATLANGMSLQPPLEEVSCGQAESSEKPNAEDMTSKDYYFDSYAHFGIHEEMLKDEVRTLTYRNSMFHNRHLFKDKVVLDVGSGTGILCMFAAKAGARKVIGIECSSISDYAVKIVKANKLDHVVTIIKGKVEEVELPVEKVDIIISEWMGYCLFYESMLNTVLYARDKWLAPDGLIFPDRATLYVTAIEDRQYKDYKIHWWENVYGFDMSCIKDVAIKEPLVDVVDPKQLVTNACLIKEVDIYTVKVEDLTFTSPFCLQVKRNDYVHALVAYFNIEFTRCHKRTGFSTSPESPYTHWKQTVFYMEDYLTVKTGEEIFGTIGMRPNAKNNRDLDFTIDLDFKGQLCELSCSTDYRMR
HTRA1 inhibitor = HTRA1 serine protease inhibitors, primary screen, biochemical, fluorescence polarization, HTS | recombinant HTRA1, FP-rhodamine activity-based probe | Q92743 | hit rate 0.5% among 340,000 | inhibition, % at 5.96 µM; in the data active = inhibition above about 36%;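 note: 0% = enzyme with DMSO and 100% = wells lacking enzyme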
MBD2 inh = inhibitors of MBD2 binding to methylated DNA, primary screen, biochemical, TR-FRET, DNA-binding domain, human; Methyl-CpG-binding domain protein 2 (Homo sapiens), Q9UBB5; MBD2 binding to methylated oligonucleotide; inhibition, % at 4.4 µM; hit rate 0.31% among 370,000; in the data active = inhibition above about 13%
Target sequence (Q9UBB5 whole entry, looked up, the tested form may be a part): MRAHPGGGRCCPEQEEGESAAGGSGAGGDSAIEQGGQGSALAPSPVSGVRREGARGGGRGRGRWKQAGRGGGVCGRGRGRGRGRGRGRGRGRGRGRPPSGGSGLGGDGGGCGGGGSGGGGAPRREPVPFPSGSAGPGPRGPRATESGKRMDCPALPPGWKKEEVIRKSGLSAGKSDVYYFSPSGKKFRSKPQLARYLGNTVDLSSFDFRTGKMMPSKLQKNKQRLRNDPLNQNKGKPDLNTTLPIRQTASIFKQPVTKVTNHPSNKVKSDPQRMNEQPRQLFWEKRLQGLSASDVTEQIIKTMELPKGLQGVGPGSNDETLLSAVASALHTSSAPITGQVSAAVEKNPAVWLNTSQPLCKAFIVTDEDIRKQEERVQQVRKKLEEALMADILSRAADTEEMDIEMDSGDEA
SIAE primary = human SIAE inhibitors, primary screen, biochemical, fluorescence polarization, FP-Rh probe, 1536-well HTS; Sialate O-acetylesterase (Homo sapiens), Q9HAT2; SIAE FP-Rh probe binding; inhibition, % at 9.66 µM; hit rate 0.69% among 370,000; AID 1053197, 2014;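 active = inhibition above a cutoff: mean of compounds within the control limits plus 3 SD of those, cut at about 17% in these data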;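 note: 0% = plate median of compound wells and 100% = probe without SIAE protein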
rCAG binder = binders of r(CAG) RNA repeats, primary screen, biochemical, fluorescence. r(CAG) RNA repeat, TO-PRO-1 dye displacement fluorescence. inhibition, % at 3 µM. hit rate 1.3% among 370,000;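 active = inhibition above the plate cutoff, the mean of all test compounds on that plate plus 3 SD, cut at about 35% in these data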;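 note: 0% = DMSO alone and 100% = 100 µM mitoxantrone as full dye displacement; higher means more dye released from RNA so lower well fluorescence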
mABHD4 FP = ABHD4 inhibitors, primary screen, biochemical, fluorescence polarization, mouse | (Lyso)-N-acylphosphatidylethanolamine lipase (Mus musculus), Q8VD66 | purified mABHD4, FP-Rh probe fluorescence polarization | inhibition, % at 8.92 µM | hit rate 0.54% among 370,000 | AID 720543, 2013;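 active = inhibition exceeding the mean over every tested compound plus 3 SD, cut at about 30% in these data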;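 note: 0% = plate median of compound wells and 100% = S159A mutant with DMSO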
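Assay system: mouse ABHD4 enzyme, wild type / Also added: fluorescent activity-based probe FP-Rh / Doses: single nominal dose of 8.92 µM, 0.89% DMSO final / Timing: 45 min compound pre-incubation plus 60 min probe step, 25 °C / Signal: FP readout, ex 525 nm / em 598 nm / Control set: S159A mutant/DMSO as 100%, compound-well median as 0%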
The depositor's hits bear a star; . = no result given. Not all compounds are listed; rates above refer to the full screens.

SMILES	LEDGF integ inh	TCR-CD3 inh	GC-B act	TDP2 inh	PRMT1 FP inh	HTRA1 inhibitor	MBD2 inh	SIAE primary	rCAG binder	mABHD4 FP
COc1cccc(C(O)c2nc(-c3ccc(Cl)cc3)cs2)c1 (centres undefined)	-2	2	0	2	0	.	-1	-4	2	-34
Cc1ccc(N2CN(Cc3ccco3)CNC2=S)cc1	-1	-11	3	-2	4	0	5	2	-2	2
CC(=NNC(=S)N1CC2CCC(CC2)C1)c1cccc(C)n1	2	2	-1	-10	16	15	-5	1	1	6
Cc1cnc(NC(=O)c2nn(C)cc2[N+](=O)[O-])s1	0	11	9	1	-1	0	-8	0	3	-1
C#CCNC(=O)C[C@@H]1C[C@@]2(C(=O)OC)CCCCC=C2N(Cc2ccc(Cl)cc2Cl)C1=O	1	-4	-3	-5	-4	.	5	-4	5	-4
O=C(O)CC(CC(=O)O)n1cccc1	0	2	1	-6	1	4	2	-3	1	7
O=C(CN(C(=O)c1csnn1)c1ccccc1F)NCc1ccccc1	0	-2	1	19	-4	9	-1	2	5	1
O=c1[nH]c(/C=C\c2cccc(C(F)(F)F)c2)nc(O)c1[N+](=O)[O-]	0	-12	6	4	5	-5	1	2	3	-6
C=CCN1C=C2C(=O)C(C)(OC(=O)CCc3ccccc3)C(=O)C=C2C=C1c1ccc(C#N)cc1 (centres undefined)	0	9	3	8	5	3	-5	3	14	7
CCc1nnc(NC(=O)c2ccc3c(=O)n4c(nc3c2)CCC4)s1	1	-4	2	4	2	-4	3	0	4	-5
N#Cc1c(-c2ccccc2)c(-c2ccccc2)n[nH]c1=O	4	2	-3	-3	-1	-1	7	-1	0	-2
CS(=O)(=O)Nc1ccccc1C(=O)Nc1ccccc1Cl	1	7	7	-2	1	-2	2	-1	5	2
COc1ccc(C(=O)NC(=S)NNC(=O)c2ccc3ccccc3n2)cc1	4	3	-12	-12	-3	26	0	-11	14	-9
Cc1cc(OCC(=O)NCC(C)C)cc(C)c1Br	0	7	-6	-3	2	-2	3	-6	3	-4
Cc1ccc(-c2c(C(=O)N/N=C/c3ccncc3)nnn2-c2nonc2N)cc1	1	0	2	8	1	-10	3	-8	0	0
N#Cc1ncc(Cl)c2ccccc12	-1	-2	0	11	1	1	4	-3	-2	-6
COc1ccc(NC2CCCN(C(=O)CCc3ccccc3F)C2)cc1 (centres undefined)	-4	-12	3	-8	14	4	6	0	-3	-2
Cc1noc(C)c1COc1ccc(C(=O)N2CCN(S(=O)(=O)c3ccc(Cl)cc3)CC2)cc1	1	-4	-14	-4	-2	0	0	-4	-1	-1
COc1ccc(C(=O)Nc2ccc(CN3CCOCC3)cc2)cc1Br	3	1	-3	2	-3	-7	3	0	-4	-4
CCOC(=O)C(=O)NCC(c1ccco1)S(=O)(=O)c1cccs1 (centres undefined)	-2	-4	1	12	3	2	-1	3	2	5
CCOC(=O)C1=C(CS(=O)(=O)c2ccc(F)cc2)NC(=O)NC1c1cc(OC)c(O)c(OC)c1 (centres undefined)	6	5	2	3	1	2	0	8	2	-1
Clc1cccc(Cl)c1CN1CCN(c2ncccn2)CC1	3	-3	-1	0	-6	2	-4	0	-6	1
O=C(CSc1nc2ccccc2c(=O)n1-c1ccccc1F)NC1CC1	-9	-3	0	-5	2	-1	-3	4	2	5
O=C(CSc1nc2cccnc2n1Cc1ccccc1)N1CCCC1	2	9	7	9	-2	1	-1	1	-4	7
O=C(Nc1ccccc1)Nc1nnc(SCc2ccc(Cl)cc2)s1	-1	1	3	2	-2	-3	2	-4	13	5

Three records drawn at random from the list so far:
SMILES	LEDGF integ inh	TCR-CD3 inh	GC-B act	TDP2 inh	PRMT1 FP inh	HTRA1 inhibitor	MBD2 inh	SIAE primary	rCAG binder	mABHD4 FP
O=C(O)CC(CC(=O)O)n1cccc1	0	2	1	-6	1	4	2	-3	1	7
COc1ccc(C(=O)Nc2ccc(CN3CCOCC3)cc2)cc1Br	3	1	-3	2	-3	-7	3	0	-4	-4
O=c1[nH]c(/C=C\c2cccc(C(F)(F)F)c2)nc(O)c1[N+](=O)[O-]	0	-12	6	4	5	-5	1	2	3	-6

Other compounds.
SMILES	LEDGF integ inh	TCR-CD3 inh	GC-B act	TDP2 inh	PRMT1 FP inh	HTRA1 inhibitor	MBD2 inh	SIAE primary	rCAG binder	mABHD4 FP
Cc1cc(SCc2ccccc2F)nc(=O)[nH]1	-7	-2	-4	-5	6	1	1	0	10	8
CCN(c1ccccc1)S(=O)(=O)c1ccc(F)cc1C	3	0	-4	4	-2	-5	-2	9	-4	-2
CCC(C)c1ccc(NC(=O)C/C(C)=N/NC(=O)c2cnccn2)cc1 (centres undefined)	0	10	-3	-6	-1	5	-3	0	1	-6
CC(C)(C)c1ccccc1NC(=O)c1ccc2c(c1)SC1=NS(=O)(=O)CCN12	3	2	17	13	-2	-6	0	1	8	-5
NC(c1csc(NC(=O)Nc2ccc(OC(F)(F)F)cc2)n1)C1CCCCC1 (centres undefined)	4	-2	5	-6	0	.	-1	-6	40*	3
C/C(=N\OC(=O)c1ccccc1F)c1nccs1	0	4	1	4	-3	-1	-5	10	-3	-5
Cc1cccc(C)c1OCC(=O)N[C@@H](Cc1ccccc1)[C@@H](O)C[C@H](Cc1ccccc1)NC(=O)[C@H](C(C)C)N1CCCNC1=O	2	.	-9	1	-2	.	-6	3	6	-1
COCCn1nnnc1C(c1ccccn1)N1CCN(c2cc(C)ccc2C)CC1 (centres undefined)	-1	11	3	11	2	-3	-4	2	-8	0
COc1ccc(Oc2coc3c(CN4CCOCC4)c(O)ccc3c2=O)cc1	-3	-4	-3	13	1	2	1	3	2	2
Cc1ccc(C(=O)COc2ccccc2C(=O)Nc2ccccc2)cc1	-1	5	-3	9	2	0	1	-4	2	3
CCCCCc1c(-c2ccc(F)cc2)ncn1CCc1ccccc1OC	0	-7	-10	-1	0	.	1	-3	-1	-5
COc1ccc2[nH]c3c4c(ccc3c2c1)C(=O)C=CC4=O	-1	1	0	24	20	80*	-9	1	44*	56*
COc1cc(/C=N/NC2=NCCCCC2)ccc1O	2	-7	3	-2	-1	0	-4	0	-1	-4
CCOC(=O)N1CCN(C(=O)C2CC(c3ccccc3OC)=NO2)CC1 (centres undefined)	-2	2	5	-7	-1	5	-1	11	-3	0
O=C(CC(c1ccccc1)C1CCCCC1=O)c1ccccc1 (centres undefined)	3	0	-8	4	-2	-10	-1	2	1	-8
O=C(CNC(=O)C(c1ccccc1)c1ccccc1)OCc1ccccc1	3	6	-6	-5	-1	0	0	10	-4	-2
CCSc1nnc(NC(=O)NC2CCCCC2)s1	-1	-1	4	4	2	-3	1	-1	-1	2
O=C(NCc1cccnc1)c1cc(C2CCCN(C(=O)CCCc3ccccc3)C2)on1 (centres undefined)	0	0	2	-1	-5	.	-6	8	0	-1
COc1ccc(-c2nc3c4ccccc4ccn3c2CN2CCOCC2)cc1OC	-2	2	-3	5	3	-2	-3	4	-4	3
COC(=O)[C@@H](NC(=O)Nc1ccc(C(C)=O)cc1)C(C)C	0	5	-2	5	-2	0	2	5	0	1
COC(=O)c1c(NC(=O)C(=O)NCC2CCCO2)sc2c1CC(C)(C)OC2 (centres undefined)	-2	7	-4	-10	-5	3	-1	-7	-1	-11
O=C(NCCCN1CCOCC1)C(=O)N/N=C/c1cccc2ccccc12	0	5	0	0	-1	-7	-4	0	-4	-3

Compounds listed so far that have an aryl methoxy group (eleven):
SMILES	LEDGF integ inh	TCR-CD3 inh	GC-B act	TDP2 inh	PRMT1 FP inh	HTRA1 inhibitor	MBD2 inh	SIAE primary	rCAG binder	mABHD4 FP
COc1cccc(C(O)c2nc(-c3ccc(Cl)cc3)cs2)c1 (centres undefined)	-2	2	0	2	0	.	-1	-4	2	-34
COc1ccc(C(=O)NC(=S)NNC(=O)c2ccc3ccccc3n2)cc1	4	3	-12	-12	-3	26	0	-11	14	-9
COc1ccc(NC2CCCN(C(=O)CCc3ccccc3F)C2)cc1 (centres undefined)	-4	-12	3	-8	14	4	6	0	-3	-2
COc1ccc(C(=O)Nc2ccc(CN3CCOCC3)cc2)cc1Br	3	1	-3	2	-3	-7	3	0	-4	-4
CCOC(=O)C1=C(CS(=O)(=O)c2ccc(F)cc2)NC(=O)NC1c1cc(OC)c(O)c(OC)c1 (centres undefined)	6	5	2	3	1	2	0	8	2	-1
COc1ccc(Oc2coc3c(CN4CCOCC4)c(O)ccc3c2=O)cc1	-3	-4	-3	13	1	2	1	3	2	2
CCCCCc1c(-c2ccc(F)cc2)ncn1CCc1ccccc1OC	0	-7	-10	-1	0	.	1	-3	-1	-5
COc1ccc2[nH]c3c4c(ccc3c2c1)C(=O)C=CC4=O	-1	1	0	24	20	80*	-9	1	44*	56*
COc1cc(/C=N/NC2=NCCCCC2)ccc1O	2	-7	3	-2	-1	0	-4	0	-1	-4
CCOC(=O)N1CCN(C(=O)C2CC(c3ccccc3OC)=NO2)CC1 (centres undefined)	-2	2	5	-7	-1	5	-1	11	-3	0
COc1ccc(-c2nc3c4ccccc4ccn3c2CN2CCOCC2)cc1OC	-2	2	-3	5	3	-2	-3	4	-4	3

High-throughput results deposited in PubChem by several laboratories.
